Source: PubChem BioAssay
Cav32 inh: human Cav3.2 channel inhibition, primary screen; O95180; Cav3.2-expressing cells, Fluo-4 calcium fluorescence FDSS; hits give low values; B-score at 10 µM; 100,000 compounds, 4% hits; AID 449739;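 active = single-dose well whose peak fluorescence ratio is a statistical outlier from its plate by either plate-standardised score or position-corrected B-score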
Target sequence (O95180 whole entry, looked up): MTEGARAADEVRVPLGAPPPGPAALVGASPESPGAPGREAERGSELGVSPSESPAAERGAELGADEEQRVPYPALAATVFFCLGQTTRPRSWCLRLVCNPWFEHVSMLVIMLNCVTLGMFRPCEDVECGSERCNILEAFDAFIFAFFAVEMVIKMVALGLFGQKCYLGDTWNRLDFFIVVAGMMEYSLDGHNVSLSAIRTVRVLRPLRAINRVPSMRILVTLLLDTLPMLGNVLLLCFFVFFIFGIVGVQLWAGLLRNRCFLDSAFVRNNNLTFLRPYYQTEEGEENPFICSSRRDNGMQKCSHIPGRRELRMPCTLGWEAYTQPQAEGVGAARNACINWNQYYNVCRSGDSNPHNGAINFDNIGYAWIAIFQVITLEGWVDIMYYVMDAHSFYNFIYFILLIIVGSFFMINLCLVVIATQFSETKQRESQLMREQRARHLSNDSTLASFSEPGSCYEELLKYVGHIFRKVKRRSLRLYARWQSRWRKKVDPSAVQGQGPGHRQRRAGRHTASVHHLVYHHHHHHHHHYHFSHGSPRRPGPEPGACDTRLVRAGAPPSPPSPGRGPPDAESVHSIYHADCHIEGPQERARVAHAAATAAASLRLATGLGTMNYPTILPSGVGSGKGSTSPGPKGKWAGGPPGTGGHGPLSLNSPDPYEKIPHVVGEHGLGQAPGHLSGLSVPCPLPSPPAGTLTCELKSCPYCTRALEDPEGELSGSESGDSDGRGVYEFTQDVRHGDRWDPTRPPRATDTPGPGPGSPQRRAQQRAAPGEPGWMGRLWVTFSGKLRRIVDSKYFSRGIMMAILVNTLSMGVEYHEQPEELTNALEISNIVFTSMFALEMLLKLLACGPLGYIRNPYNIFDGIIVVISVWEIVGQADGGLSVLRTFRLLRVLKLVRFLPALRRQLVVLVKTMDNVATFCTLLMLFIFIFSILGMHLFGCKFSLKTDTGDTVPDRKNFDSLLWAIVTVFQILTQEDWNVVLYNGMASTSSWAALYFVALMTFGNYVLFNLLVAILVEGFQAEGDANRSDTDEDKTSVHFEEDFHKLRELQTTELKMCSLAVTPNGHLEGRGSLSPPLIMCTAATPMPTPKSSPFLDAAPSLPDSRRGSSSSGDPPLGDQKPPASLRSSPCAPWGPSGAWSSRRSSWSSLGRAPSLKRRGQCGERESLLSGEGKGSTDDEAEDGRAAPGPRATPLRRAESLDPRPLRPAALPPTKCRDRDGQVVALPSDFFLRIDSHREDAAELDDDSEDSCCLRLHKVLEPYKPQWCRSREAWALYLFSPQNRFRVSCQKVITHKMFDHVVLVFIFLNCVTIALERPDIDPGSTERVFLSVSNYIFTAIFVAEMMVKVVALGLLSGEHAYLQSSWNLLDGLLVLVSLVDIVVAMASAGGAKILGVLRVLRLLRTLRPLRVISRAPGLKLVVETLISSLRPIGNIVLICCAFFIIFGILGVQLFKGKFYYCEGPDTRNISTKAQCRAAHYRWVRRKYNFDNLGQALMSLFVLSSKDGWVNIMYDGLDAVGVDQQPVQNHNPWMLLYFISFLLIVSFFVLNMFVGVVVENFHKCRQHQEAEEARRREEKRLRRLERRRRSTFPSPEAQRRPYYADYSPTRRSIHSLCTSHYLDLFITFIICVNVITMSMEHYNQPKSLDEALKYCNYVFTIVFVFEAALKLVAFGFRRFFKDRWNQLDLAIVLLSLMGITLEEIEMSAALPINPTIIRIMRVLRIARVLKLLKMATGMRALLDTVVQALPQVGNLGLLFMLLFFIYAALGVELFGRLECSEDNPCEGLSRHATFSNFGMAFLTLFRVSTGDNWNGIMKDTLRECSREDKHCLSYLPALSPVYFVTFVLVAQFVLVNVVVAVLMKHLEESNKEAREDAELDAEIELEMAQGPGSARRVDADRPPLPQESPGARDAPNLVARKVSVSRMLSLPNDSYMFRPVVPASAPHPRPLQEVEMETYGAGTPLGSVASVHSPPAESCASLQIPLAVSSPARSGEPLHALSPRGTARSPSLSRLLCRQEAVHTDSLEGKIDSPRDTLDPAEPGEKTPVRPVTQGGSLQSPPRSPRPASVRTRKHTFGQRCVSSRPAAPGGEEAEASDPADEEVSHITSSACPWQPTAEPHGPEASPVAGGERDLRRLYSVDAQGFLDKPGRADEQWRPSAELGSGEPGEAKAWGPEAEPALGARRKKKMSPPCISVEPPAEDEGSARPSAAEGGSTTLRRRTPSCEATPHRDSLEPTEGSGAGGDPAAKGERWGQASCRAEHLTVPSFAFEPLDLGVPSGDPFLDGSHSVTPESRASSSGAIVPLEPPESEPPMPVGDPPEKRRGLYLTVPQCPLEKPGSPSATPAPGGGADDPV
* = called active by the depositor.

SMILES | Cav32 inh
COc1ccc(-n2c(SCC(=O)NCCC(C)C)nc3ccsc3c2=O)cc1 | -0.0672
Cc1ccc(-c2ccc(SCC(=O)Nc3nonc3C)nn2)cc1 | 1.14
CCOC(=O)C1CCCN(c2c(N3CCC(N4CCCCC4)CC3)c(=O)c2=O)C1 (stereo not given) | -0.0369
CC1CC(=S)Nc2ccccc2S1 (stereo not given) | 0.133
Cc1ccc(Nc2cc(C)nc3ncnn23)c(Cl)c1 | -0.149
COc1ccc2c(c1)NC(=O)CC(c1ccccc1)=N2 | 0.73
Cc1cc(C)c2c(c1)-c1cc(C)nn1C(c1ccc3c(c1)OCO3)N2 (stereo not given) | -1.31
O=C(CSc1ccc2nnc(-c3ccncc3)n2n1)Nc1ccc2c(c1)OCO2 | 0.345
COC(=O)c1cccc(C23CC4(C2)[C@H](CN(Cc2ccc(-c5ccccc5)cc2)[C@@H]4c2ccccc2)C3c2ccc(Cl)nc2)c1 (stereo not given in full) | 0.043
O=C(NNC(=O)C1CC1c1ccccc1)Nc1cccc(Cl)c1 (stereo not given) | -0.291
NC(=O)c1ccsc1NC(=O)c1cccs1 | 0.487
O=C1Nc2ccccc2C(O)(C(=O)NC2CC2)N1c1ccc(Cl)c(Cl)c1 (stereo not given) | 0.453
COc1cc(OC)cc(C(=O)N[C@H](C(=O)OCC(=O)c2ccc3c(c2)NC(=O)CO3)C(C)C)c1 | -0.0412
CCOC(=O)N1CCC(Nc2ncnc3c2cnn3-c2ccccc2)CC1 | -3.59
CCOC(=O)c1cnn(-c2sc(C(=O)OCC)c(C)c2C(=O)OCC)c1N | -3.27*
Cc1ccc2cc(CN(CCN3CCCC3)C(=O)Nc3ccccc3)c(=O)[nH]c2c1C | 0.00265
Cc1ccc(-n2nc(C(=O)O)cc2-c2ccccc2)cc1 | 0.416
CCc1nnc(NC(=O)c2nc3nccc(C)n3n2)s1 | -0.713
CCOC(=O)c1ccc(CNC(=O)CCC(=O)O)cc1 | 0.274
Cc1cc(Cl)c(S(=O)(=O)Nc2ccc3c(c2)OCO3)cc1OCC(=O)NC1CCCCC1 | -4.23*
C=CCCC(=O)Nc1nc(C)c(-c2csc(Nc3cccc(OC)c3)n2)s1 | -0.547
COC(=O)c1cnc2c(C(F)(F)F)cccc2c1OC | 0.52
Cc1ccc(O)c(C(=O)c2coc(=N)c(C(=O)NC(C)C)c2)c1 | 1.93
O=C(CC12CC3CC(CC(C3)C1)C2)N1CCCC1 | 0.223

Ordered by molecular weight (falling): some entries from above
SMILES | Cav32 inh
Cc1cc(Cl)c(S(=O)(=O)Nc2ccc3c(c2)OCO3)cc1OCC(=O)NC1CCCCC1 | -4.23*
COc1cc(OC)cc(C(=O)N[C@H](C(=O)OCC(=O)c2ccc3c(c2)NC(=O)CO3)C(C)C)c1 | -0.0412
C=CCCC(=O)Nc1nc(C)c(-c2csc(Nc3cccc(OC)c3)n2)s1 | -0.547
CCOC(=O)N1CCC(Nc2ncnc3c2cnn3-c2ccccc2)CC1 | -3.59
Cc1ccc(O)c(C(=O)c2coc(=N)c(C(=O)NC(C)C)c2)c1 | 1.93

Continuation.
SMILES | Cav32 inh
COc1ccc(C2=[N+]([O-])C(C)(C)N(O)C2C)cc1 (stereo not given) | -0.178
CC(C)(C)NC(=O)CSc1nc(O)cc(=O)n1-c1ccccc1F | 0.0787
O=C(N/N=C/c1cccs1)c1ccccn1 | -0.0557
CC(=O)n1cc(Nc2ccccc2C(=O)O)c2ccccc21 | 0.566
Cc1[nH]c(=O)c(C#N)cc1-c1ccncc1 | -1.68
C=CCOc1c2ccc(C(=O)NCc3ccccc3OC)cc2nn1C | 0.859
CCOc1ccc(NC(=O)c2ccncc2)cc1 | -0.369
CCn1cc(SCC(=O)NCc2ccc3c(c2)OCO3)c2ccccc21 | -3.89*
CCOc1ccc(C(=O)N2CCCN(C(=O)c3ccc(OCC)cc3)CC2)cc1 | 1.36
Cc1cc(NS(=O)(=O)c2ccc(NC(=O)c3cc4ccccc4o3)cc2)nc(C)n1 | 1.95
Cc1ccc(NC(=O)c2cccc3c2-c2ccccc2C3=O)cc1C | -0.763
CC(C)C(=O)Nc1nnc(Cc2ccccc2)s1 | 0.0543
CCOC(=O)C1CCN(CC(=O)c2c(C)[nH]c3cc(C)ccc23)CC1 | 0.692
O=C(NCc1ccccc1)c1ccc(/C=N/O)nc1 | 0.0124
CC(C)NC(=O)c1ccccc1NC(=O)C1CCCO1 (stereo not given) | 0.317
COc1cccc(NC(C)C(=O)N2CC(C)OC(C)C2)c1 (stereo not given) | -0.201
CC(C)(CNc1ccc([N+](=O)[O-])cc1Cl)CNS(C)(=O)=O | 0.266
COc1ccc(OC)c(NC(=O)CSc2nc3ccccc3cc2Cc2ccccc2)c1 | -1.53
COc1ccc(CCNC(=O)CCS(=O)(=O)c2cccc3nsnc23)cc1OC | 2.18
Nc1ccn([C@@H]2O[C@H](CO)[C@@H](O)C2O)c(=O)n1 (stereo not given in full) | -0.51
Cc1ccc2c(c1)N(CCC(=O)NCC1CCCO1)C(=O)CO2 (stereo not given) | 0.5
O=C1[C@@H]2[C@H](C(=O)N1O)[C@H]1C=C[C@@H]2C1 | 0.886
Cc1ccc(OC(=O)CCC(=O)OCCCC(F)(F)C(F)(F)F)cc1 | 0.452
CCOc1ccc(OCC)c(NC(=O)CSc2nc3c(c(=O)n(C)c(=O)n3C)n2CC)c1 | 0.325
Oc1cc2c(cc1O)[C@@H](c1ccccc1)CNCC2 | -0.0917
Cc1cccc(C)c1NC(=O)N1CCC(N2CCCCC2)CC1 | 1.3
CC(=O)C1=C(O)C(=O)N(Cc2ccccc2)C1c1cccs1 (stereo not given) | -0.0198
O=c1c2[nH]c3ccccc3c2ncn1C1CCCCC1 | -0.191
O=C(O)c1cn(-c2ccccc2)nc1C(=O)O | 0.673
Cc1cc(C)nc(NC(=O)CSc2nc3ccccc3s2)n1 | -1.34
CCOC(=O)C1=C(c2ccccc2)N=C2SCC(=O)N2C1c1ccc(OC)c(OC)c1 (stereo not given) | 0.705
Cc1onc(-c2c(F)cccc2Cl)c1C(=O)Nc1sc2c(c1C(N)=O)CCC2 | -2.58
C=CCn1c(CNC(=O)c2cccs2)nnc1SCC(=O)Nc1ccc(C(=O)O)cc1 | 0.497
COCCNC(=O)CCn1nc(-c2ccc(Cl)cc2)ccc1=O | 0.7
Cc1ccc(NC(=O)CC(=O)NCCN2CCOCC2)cc1 | 0.693
O=C(Nc1ccc(Cl)c(C(F)(F)F)c1)[C@@H]1CC=C[C@@H]2CCN(C3CCCCC3)C(=O)[C@@H]21 | -2.99
Clc1ccc(/C=N/Nc2nc(Cl)nc3ccccc23)cc1 | -1.39
CC(C)Oc1ccc(S(=O)(=O)N(C(C)C)C(C)C)cn1 | -0.59
CN(C1CCCCC1)S(=O)(=O)c1ccc(S(=O)(=O)N2CCN(CCC#N)CC2)cc1 | -0.259
O=S(=O)(Cc1ccccc1)N1CCc2ccccc21 | -2.23
CCN(CC)CCn1c2ccc(Cl)cc2c2nc(C)sc21 | -1.1
CCC(=O)OC1(C#CCOc2ccc(OC)cc2)CCN(C)CC1 | 1.18
Cc1ccccc1OCC(=O)NC1=NCCS1 | -0.461
CC(C)Nc1nc(-c2ccccc2)nc(-n2ccnc2)n1 | -0.512
CC(=O)N1CCc2cc(Br)cc(S(=O)(=O)NCCCN3CCCC(C)C3)c21 (stereo not given) | 0.348
c1ccc(Cc2nn3c(-c4ccncc4)nnc3s2)cc1 | 0.00408
CCCS(=O)(=O)n1nc(-c2ccc(C)cc2)cc1N | -0.356
COc1ccc(CN2CC[C@H]3C=CC[C@@H](C(=O)NCCc4ccccc4)[C@H]3C2=O)cc1OC | 0.184
O=C(c1ccc(S(=O)(=O)N2CCOCC2)cc1)N(Cc1ccco1)Cc1cccs1 | 0.63
Cc1cc(N2CCOCC2)cc(C)[n+]1[O-] | 0.259
CCN(CCCNC(=O)c1ccc(N2CCCC2=O)cc1)c1cccc(C)c1 | -0.0374
CN(C)/C=N/c1ncc(C(=O)c2ccc(Cl)cc2)s1 | -0.0468
CCCCn1c2c(c(=O)n(C)c1=O)C(c1ccc(OC)cc1)N1CCCCCC1=N2 (stereo not given) | -1.09
COc1ccc(CCNC(=O)C2CC3Cn4c(nc5ccccc54)C3N2C)cc1 (stereo not given) | 0.288
O=C(OCCN1CCOCC1)C(c1ccccc1)c1ccccc1 | -0.604
CCCOc1ccc(C2C(C(=O)c3ccc(C)o3)=C(O)C(=O)N2CCN2CCOCC2)cc1OC (stereo not given) | -0.0047
CCCCNC(=O)c1ccc(S(=O)(=O)c2ccc(Cl)cc2)c(NC(C)=O)c1 | -0.713
Cc1nc(SCC(=O)NCc2ccco2)[nH]c(=O)c1C | -0.821
COc1ccc(CNc2nc3nc(C)c(Cl)c(C)n3n2)cc1OC | 0.695
CC12CCC(C(=O)n3c1nc1ccccc13)C2(C)C (stereo not given) | -1.99
Remaining list, next part
SMILES | Cav32 inh
CC1(OC(=O)C2CCCC2)C(=O)C=C2C=C(c3ccsc3)N(C3CC3)C=C2C1=O (stereo not given) | 0.317
Cc1nn(-c2nnc(C)c(=O)[nH]2)c(C)c1SCC(=O)Nc1ccc(C(C)C)cc1 | 0.723
COc1ccc(-n2c(Cc3cccn3C)nnc2SCC(=O)Nc2ccc(C(C)=O)cc2)cc1 | -8.37*
O=C(CN1C(=O)c2ccccc2S1(=O)=O)NCCSc1ccccc1 | 0.729
CCn1c(SCc2ccc([N+](=O)[O-])cc2)nnc1C(C)NC(=O)c1ccccc1Br (stereo not given) | -0.0479
CCCCCCCCN=C1NC(=O)CS1 | 0.455
Cc1ccc(-n2ncc3c(NCCCn4ccnc4)ncnc32)c(C)c1 | 2.03
COc1cccc(CNCCc2c[nH]c3ccccc23)c1OCc1ccc(F)cc1 | -1.15
FC(F)(F)c1cccc(NC(=S)Nc2ccc(Cl)cc2Cl)c1 | -0.128
O=C1/C(=C/c2ccccc2)CCCc2ccccc21 | 0.39
CCC(C)NC(=O)C1=C(C)C(=O)OC12CCC(C)CC2 (stereo not given) | -0.165
CCOC(=O)c1c(-c2ccccc2)cn2ccccc12 | -1.29
CCOC(=O)N1CCN(c2ncnc3c2oc2nc(C(C)C)c4c(c23)CCC4)CC1 | -1.19
CCOc1ccc(C2C=C(c3ccc(C)cc3)Nc3nnnn32)cc1 (stereo not given) | -0.105
c1ccc(Nc2ccccc2Nc2ccccn2)nc1 | -0.531
NC(=O)c1ccsc1NC(=O)COC(=O)Cc1ccsc1 | 0.93
CN(c1cccc(NC(=O)COc2ccccc2)c1)S(C)(=O)=O | -0.787
O=C(Cc1ccc(-n2c(=S)[nH]c3ccccc3c2=O)cc1)N1CCC(N2CCCCC2)CC1 | -0.222
CC(C)CN(C(=O)COC(=O)c1cc2c(s1)CCC2)C1CCS(=O)(=O)C1 (stereo not given) | -0.0608
COC(=O)CN1C(=O)C2(OCCCO2)c2cc(Br)ccc21 | -1.27
COc1ccc(S(=O)(=O)n2ccc(-c3ccc(OCCN(C)c4ccccn4)cc3)n2)cc1 | -2.71
COc1ccc(CNC(=O)NCc2ccc(OC)c(OC)c2)cc1OC | 0.209
COc1ccc2oc(C)c(C(=O)NN)c2c1 | 0.556
C=CCSc1nc2sc(C)c(C)c2c(=O)n1CC=C | -2.64
c1n[nH]c(NC2=NCCC2)n1 | 0.241
COc1ccc(CSc2nc(C)cc(=O)[nH]2)cc1Br | -1.27
NC(=O)C1CCN(C(c2ccccc2Cl)c2nnnn2CC2CCCO2)CC1 (stereo not given) | 0.9
COC(=O)CSc1nc(SCc2ccccc2Cl)nc2c1CCCC2 | -4.99*
COC(=O)c1cc(NC(=O)CC2NCCNC2=O)cc(C(=O)OC)c1 (stereo not given) | 0.218
CCCCC1(C(=O)OCC)CC(CN2CCOCC2)OC1=O (stereo not given) | 1.33
Cc1cc(Nc2nc3ccccc3nc2Cl)n(-c2ccccc2C)n1 | -3.89
COc1cc(CCCN2C(=O)C(=O)NC[C@@H]2CCCCN)cc(OC)c1OC | 0.224
Cc1ccc(CN(c2ccc(C(=O)NCc3cccnc3)cc2)S(C)(=O)=O)cc1 | 0.0424
Cc1ccc(CSc2nc3ccccc3c(=O)n2Cc2ccco2)cc1 | -4.56*
Cc1ccc(N2CCN(CCc3nc4cc(NS(C)(=O)=O)ccc4n3C)CC2)cc1 | 0.433
Cc1ccc(COc2ccc(Br)cc2/C=N/O)cc1 | 0.0824

Shown as a hit in Cav32 inh, among the entries above:
SMILES | Cav32 inh
CCOC(=O)c1cnn(-c2sc(C(=O)OCC)c(C)c2C(=O)OCC)c1N | -3.27*
Cc1cc(Cl)c(S(=O)(=O)Nc2ccc3c(c2)OCO3)cc1OCC(=O)NC1CCCCC1 | -4.23*
CCn1cc(SCC(=O)NCc2ccc3c(c2)OCO3)c2ccccc21 | -3.89*
COc1ccc(-n2c(Cc3cccn3C)nnc2SCC(=O)Nc2ccc(C(C)=O)cc2)cc1 | -8.37*
COC(=O)CSc1nc(SCc2ccccc2Cl)nc2c1CCCC2 | -4.99*
Cc1ccc(CSc2nc3ccccc3c(=O)n2Cc2ccco2)cc1 | -4.56*

Continued:
SMILES | Cav32 inh
Cc1cc(C2(c3cc(C)c(NC(=O)CN4CCOCC4)c(C)c3)CCCCC2)cc(C)c1NC(=O)CN1CCOCC1 | 0.647
COC(=O)c1ccccc1N1C(=O)[C@@H]2C(c3ccc(Br)cc3)=NO[C@@H]2C1=O | -1.07
CCSc1nnc(NC(=O)C(C)C)s1 | 0.652
CC1(C)CC(=O)c2c(-c3cccs3)n[nH]c2C1 | 0.473
Cc1ccc(-c2nc3ccc(C(=O)O)cc3nc2-c2ccc(C)cc2)cc1 | -1.66
COc1cc(C2Nc3ccccc3C(=O)N2c2ccc3c(c2)OCCO3)ccc1OCC(C)C (stereo not given) | -1.07
CN(C)c1cccc(N=C2C=C(N3CCOCC3)CC(C)(C)C2)c1 | -0.101
O=C(NCC1CCCO1)C1CCN(c2ccc(S(=O)(=O)N3CCCC3)cc2)CC1 (stereo not given) | 0.0941
COC(=O)c1nn(-c2ccccc2)c(Sc2ccccc2)c1/C=N/O | -0.927
CCn1nc(NC(=O)c2ccncc2)c2cc3ccccc3nc21 | 0.198
Oc1ccccc1Nc1ncnc2c1oc1ccccc12 | -1.16

4 of the compounds above, as a markdown table:
| compound | Cav32 inh |
| --- | --- |
| COC(=O)CSc1nc(SCc2ccccc2Cl)nc2c1CCCC2 | -4.99* |
| CCOc1ccc(C(=O)N2CCCN(C(=O)c3ccc(OCC)cc3)CC2)cc1 | 1.36 |
| CC1CC(=S)Nc2ccccc2S1 (stereo not given) | 0.133 |
| CCn1c(SCc2ccc([N+](=O)[O-])cc2)nnc1C(C)NC(=O)c1ccccc1Br (stereo not given) | -0.0479 |

An excerpt; rates above refer to the full screens.
